Compound activity deposited in PubChem BioAssay by several laboratories.
PfM18AAP inh: blocks P. falciparum M18 aspartyl aminopeptidase; recombinant PfM18AAP, H-Glu-NHMec fluorogenic cleavage; AID 1822; inhibition, % at 7.35 µM; actives 1.2% (n = 290,000);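 active means inhibition above the campaign mean inhibition over all tested compounds plus 3 SD, cut at about 28% in these data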;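 further: 0% = plate median of test compound wells and 100% = 2 mM ZnCl2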
GalR3 antag: human GalR3 antagonism; O60755; HEK293 GalR3-CNG cAMP membrane potential fluorescence; galR3 body fused to GalR1 C-terminus; inhibition, % at 3 µM; actives 0.44% (n = 360,000); AID 651719;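 active means inhibition above the screen-wide average plus 3 SD, cut at about 13% in these data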;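 further: forskolin and galanin both at EC90 stimulate the cells; cAMP rise reported by CNG channel membrane potential dye signal; 0% = forskolin plus galanin with DMSO and 100% = forskolin alone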
Target sequence (O60755 1-299 limits assumed): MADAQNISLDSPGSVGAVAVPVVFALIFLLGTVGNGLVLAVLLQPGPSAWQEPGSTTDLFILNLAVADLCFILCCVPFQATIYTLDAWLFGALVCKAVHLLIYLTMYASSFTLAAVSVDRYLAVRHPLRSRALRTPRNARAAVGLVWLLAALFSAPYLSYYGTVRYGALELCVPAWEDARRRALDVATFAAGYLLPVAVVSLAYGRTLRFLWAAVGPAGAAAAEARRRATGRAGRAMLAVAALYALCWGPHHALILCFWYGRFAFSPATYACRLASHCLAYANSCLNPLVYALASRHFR
MEKK2 mut-MEK5: signal of MEK5 binding to mutant human MEKK2 PB1 domain. bead flow cytometry, Alexa488-MEK5 binding to MEKK2 mutant. percent response, % at 10 µM. actives 0.35% (n = 290,000); in the data active means percent response above about 24%, passing the limit was not always enough; further: inactives centre near 1; some results filed as inactive read as strong as hits
GPR7 antag: blocks human GPR7 receptor signaling; P48145; inhibition, % at 4.4 µM; actives 1.1% (n = 290,000); GPR7-expressing cells, fluorescence antagonist assay; in the data active means inhibition above about 16%, passing the limit was not always enough;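 further: cells stimulated with the agonist NPW; 0% = agonist with vehicle and 100% = vehicle without agonist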
Target sequence (P48145 whole entry, looked up): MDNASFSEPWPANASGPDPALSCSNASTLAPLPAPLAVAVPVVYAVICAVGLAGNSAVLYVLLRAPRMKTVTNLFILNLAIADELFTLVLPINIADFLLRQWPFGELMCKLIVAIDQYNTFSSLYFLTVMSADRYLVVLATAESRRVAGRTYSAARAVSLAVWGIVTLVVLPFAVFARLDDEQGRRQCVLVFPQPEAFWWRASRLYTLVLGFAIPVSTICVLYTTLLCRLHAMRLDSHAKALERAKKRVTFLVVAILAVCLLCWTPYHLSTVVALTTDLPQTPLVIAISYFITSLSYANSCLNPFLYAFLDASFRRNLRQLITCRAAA
V1aR counter: V1a receptor agonism, counter-screen for OXTR agonists; P37288; CHO-V1R cells, Fluo-8 calcium fluorescence, agonist mode; 0% DMSO, 100% 3 nM vasopressin; activation, % at 3 µM; actives 0.25% (n = 320,000);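 active means activation above the mean activation of all tested compounds plus 3 SD, per screening run, cut at about 20% in these data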;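 further: signal is peak over basal fluorescence ratio across a 100 second FLIPR read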
NALP1 yeast inh: NALP1 inhibition | S. cerevisiae NALP1/ASC/caspase-1 growth, X-gal OD620, 72 h | inhibition, % at 10 µM | actives 0.61% (n = 280,000) | AID 2071; in the data active means inhibition mostly above about 24%, no sharp cut-off; inactive means mostly below about 32%; further: some compounds called inactive have numbers as strong as hits
OXTR potentiate: potentiates the human oxytocin receptor response | actives 0.061% (n = 320,000) | CHO-OTR cells, Fluo-8 calcium fluorescence, potentiator mode; 0% = oxytocin EC15, 100% = EC100 | AID 2445 | P30559 | activation, % at 3 µM;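 active means activation above that plate's cutoff, the mean activation of tested compounds plus 3 SD, cut at about 6.6% in these data, passing the limit was not always enough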;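 further: 100% uses oxytocin at 75 nM as the full agonist control; some results filed as inactive read as strong as hits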
Target sequence (P30559 whole entry, looked up): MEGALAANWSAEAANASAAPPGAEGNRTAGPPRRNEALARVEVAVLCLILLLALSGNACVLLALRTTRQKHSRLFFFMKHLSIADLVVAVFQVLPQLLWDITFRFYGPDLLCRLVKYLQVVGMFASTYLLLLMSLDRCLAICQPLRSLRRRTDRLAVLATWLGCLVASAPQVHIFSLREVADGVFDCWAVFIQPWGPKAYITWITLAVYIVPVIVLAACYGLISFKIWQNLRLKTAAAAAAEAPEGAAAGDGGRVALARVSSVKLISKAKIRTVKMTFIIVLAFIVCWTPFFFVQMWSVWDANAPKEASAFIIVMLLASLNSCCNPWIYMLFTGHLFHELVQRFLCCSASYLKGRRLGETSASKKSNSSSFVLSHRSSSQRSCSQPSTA
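Dosing: Single dose, 3.0 µM nominal final compound concentration | Material: Human OTR in CHO cells | Technique: Kinetic Fluo-8 calcium fluorescence | Benchmarks: EC15 oxytocin alone as 0%, 75 nM oxytocin as 100% | Probe or stimulus: Oxytocin at about EC15, sub-maximal agonist stimulus | Incubation: Compound 6 min at room temperature before oxytocin, 100 s read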
MEKK2wt PB1 HTS: raises or lowers MEK5 binding to wildtype human MEKK2 PB1 domain; binding response (% of control), % at 10 µM; actives 1.1% (n = 290,000); Q9Y2U5; bead flow cytometry, Alexa488-MEK5 binding to MEKK2 WT; actives lie on both sides; AID 1531; in the data active means binding response below about 67% or above about 130%
OXTR ag: activates the human oxytocin receptor. P30559. CHO-OTR cells, Fluo-8 calcium fluorescence; normalized: DMSO 0%, oxytocin 100%. activation, % at 3 µM. actives 0.32% (n = 320,000). AID 2435;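 active means activation above the mean of all tested compounds plus 3 SD, cutoff set per screening run, cut at about 20% in these data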;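 further: peak over basal fluorescence ratio from a 100 s FLIPR kinetic read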
Starred values were filed as active, the others as inactive; . = no result given; [ ] = dose if it differs, or a comment.

SMILES | PfM18AAP inh | GalR3 antag | MEKK2 mut-MEK5 | GPR7 antag | V1aR counter | NALP1 yeast inh | OXTR potentiate | MEKK2wt PB1 HTS | OXTR ag
CCC(C)NCC(=O)Nc1ccc(-c2nc3cc(NC(=O)CNC(C)CC)ccc3o2)cc1 (stereo unspecified) | -9.7 | 5.4 | 34.0* | -1.4 | 0.9 | 17.9 | 0.0 | 160.0* | 2.1
COc1ccc(C(=O)OCC(=O)NC2CC2)cc1S(=O)(=O)N(C)Cc1ccccc1 | . | -1.1 | . | . | 1.2 | . | -0.8 | . | -0.7
O=C(NC1(Cc2ccccc2)CCN(CCCc2ccccc2)C1=O)c1ccccc1 (stereo unspecified) | . | -4.3 | . | . | 2.8 | . | -3.9 | . | -1.7
CN1CCN(c2ccccc2NC(=O)c2ccc(F)cc2)CC1 | -4.6 | -6.4 | -34.0 | 6.7 | 0.2 | . | -2.6 | 71.0 | 0.7
N#Cc1ccccc1OCC(=O)NCC1(N2CCCCC2)CCCCC1 | -5.1 | -3.7 | 0.0 | 5.0 | 0.8 | 12.2 | 0.2 | 109.0 | 0.0
Cc1ccc(C)c(S(=O)(=O)N2CCCCC2CCNC(=O)C(=O)NCc2cccnc2)c1 (stereo unspecified) | . | -2.2 | . | . | -1.3 | . | 5.3 | . | -1.6
O=C(Cn1cnc([N+](=O)[O-])n1)c1ccc(O)c(O)c1 | 38.1* | 3.9 | 1.0 | 0.5 | -0.2 | 5.3 | -1.0 | 101.0 | 0.9
COc1ccc(OC2C(=O)N(c3ccc(F)cc3)C2c2ccc(OC)c(OC)c2)cc1 (stereo unspecified) | 9.1 | -6.5 | 4.0 | 15.9 | 1.8 | -0.6 | -13.5 | 99.0 | -0.6
COc1ccccc1CNC(=O)CCc1c(C)nc2cc(-c3ccccc3OC)nn2c1C | -8.0 | -2.7 | 6.0 | 4.7 | 0.1 | . | -6.0 | 98.0 | -1.2
O=C(O)CC(NC(=S)NCc1ccccc1)C(=O)O (stereo unspecified) | 17.9 | -4.1 | 6.0 | 8.0 | -0.2 | 12.9 | -0.5 | 102.0 | 1.3
COCC(C)NC(=O)c1cc(-c2cccc(OC)c2)on1 (stereo unspecified) | 0.6 | -6.1 | . | -3.5 | 0.6 | 10.4 | 4.5 | . | 1.8
O=C(O)c1cccnc1SCc1ccccc1Cl | -2.7 | -3.2 | -13.0 | -7.5 | 1.4 | -11.7 | -14.9 | 86.0 | 0.4
COC(=O)c1ccc(/C=N\NC(=O)c2ccc(C)cc2Cl)cc1 | 3.6 | -4.9 | 2.0 | -8.8 | -1.4 | -2.4 | 3.2 | 99.0 | -1.0
C[C@H](CO)N1C[C@H](C)[C@@H](CN(C)Cc2ccc(-c3ccccc3)cc2)Oc2c(NC(=O)Nc3ccc(C(F)(F)F)cc3)cccc2C1=O | . | -4.7 | . | . | -0.9 | . | -4.9 | . | -0.9
CCOc1cc(/C=C2/NC(=O)N(Cc3ccccc3F)C2=O)ccc1O | 1.1 | -2.0 | 18.0 | -8.4 | 3.6 | 4.5 | -20.2 | 103.0 | 3.2
COCCNC(=O)C(C)N(c1ccc(Oc2ccccc2)cc1)S(C)(=O)=O (stereo unspecified) | 1.8 | -0.9 | 5.0 | -8.0 | 1.8 | 6.9 | -13.8 | 103.0 | 0.8
O=c1c2c3nc4ccccc4nc3n(/N=C/c3ccccn3)c2ncn1-c1ccccc1 | -2.6 | 4.5 | -12.0 | -1.2 | -0.2 | 18.7 | -0.7 | 90.0 | -1.0
CCOC(=O)c1c2c3c(cccc3[nH]c1=O)C(=O)c1ccccc1-2 | 2.2 | -6.7 | -4.0 | -11.8 | 0.5 | 11.4 | -3.9 | 93.0 | 0.1
Cn1cc(C(=O)N/N=C/c2ccc([N+](=O)[O-])cc2)c2ccccc21 | -9.4 | -0.8 | -14.0 | 5.5 | 0.5 | . | -2.1 | 95.0 | -0.3
COc1ccc(N2C(=O)Cc3c2nc(N)c(C#N)c3N)cc1 | -6.0 | -6.3 | 11.0 | -10.0 | 0.7 | 6.5 | -3.5 | 104.0 | 0.9

Three compounds already listed, sorted by their value in MEKK2 mut-MEK5, high to low:
| Molecule | MEKK2 mut-MEK5 |
| --- | --- |
| COc1ccccc1CNC(=O)CCc1c(C)nc2cc(-c3ccccc3OC)nn2c1C | 6.0 |
| COC(=O)c1ccc(/C=N\NC(=O)c2ccc(C)cc2Cl)cc1 | 2.0 |
| CCOC(=O)c1c2c3c(cccc3[nH]c1=O)C(=O)c1ccccc1-2 | -4.0 |

Carrying on:
SMILES | PfM18AAP inh | GalR3 antag | MEKK2 mut-MEK5 | GPR7 antag | V1aR counter | NALP1 yeast inh | OXTR potentiate | MEKK2wt PB1 HTS | OXTR ag
Cc1cc(OC(C)C(=O)NCC2CCCO2)cc(C)c1Cl (stereo unspecified) | -2.6 | 1.3 | 3.0 | -10.1 | 0.1 | 4.9 | -4.3 | 104.0 | -1.0
O=S(=O)(c1ccc(Cl)cc1)N1CCN(c2nc(-c3cccs3)nc3ccccc23)CC1 | -9.3 | -6.2 | -2.0 | 0.1 | . | 19.2 | . | 102.0 | .
O=C(N[C@@H](c1ccccc1)[C@H](O)c1ccccc1)[C@@H]1CCCN1C(=O)OCc1ccccc1 | . | -1.5 | -5.0 | . | -0.3 | . | -3.0 | 89.0 | 0.5
CCOc1ccc(NC(=O)Nc2ccc(NC(C)=O)cc2)cc1 | 4.7 | -1.2 | 0.0 | -10.2 | 0.0 | -4.5 | -13.9 | 102.0 | 0.6
COc1ccccc1NS(=O)(=O)c1cc(NC(=O)c2ccc(=O)[nH]c2)ccc1N1CCOCC1 | -1.6 | -4.7 | -3.0 | 5.5 | -0.2 | 23.3 | -4.2 | 93.0 | -0.5
O=C(NCCc1ccccc1)c1ccc2c(c1)S(=O)(=O)c1ccccc1C2=O | . | -4.5 | 4.0 | . | 0.4 | . | -2.5 | 98.0 | -2.4
Nc1nc(=S)n(-c2ccccc2)[nH]1 | 23.4 | -1.7 | -13.0 | -1.5 | -0.3 | -16.3 | -5.6 | 95.0 | 0.3
CCn1ncc(Br)c1C(=O)Nc1ccc(-c2ccno2)cc1 | -7.4 | 0.5 | -2.0 | -9.3 | 3.5 | -0.1 | -8.1 | 101.0 | 2.4
O=C(CCSc1ccc(Br)cc1)c1ccc(O)cc1 | 0.6 | -9.0 | -1.0 | 16.0 | 2.4 | 5.0 | -9.0 | 96.0 | 0.3
Cc1ccc(N(CC(=O)NCc2ccc3c(c2)OCO3)S(C)(=O)=O)cc1 | -8.2 | -1.5 | 2.0 | -0.9 | -0.9 | 8.3 | -11.9 | 116.0 | -1.7
CCN(CC)C(=O)CNC(=S)N(CCCN1CCOCC1)Cc1cccs1 | -7.0 | 1.4 | 1.0 | 7.5 | -0.2 | 8.3 | -4.3 | 95.0 | -1.6
COC(=O)c1cccc(CSc2nc(-c3ccccc3)c(C#N)c(=O)[nH]2)c1 | -11.3 | -6.5 | 8.0 | 1.6 | 0.1 | 18.9 | 0.4 | 101.0 | -0.8
O=C(/C=C/c1ccccc1Cl)Nc1ccc(S(=O)(=O)Nc2ncccn2)cc1 | 0.7 | -7.9 | -4.0 | -13.8 | 0.4 | -7.8 | -8.1 | 92.0 | 0.2
CCCN1CCN(C(=O)Cn2ncc3ccccc32)CC1 | -8.5 | 1.3 | -1.0 | 2.5 | 1.2 | 18.7 | -1.2 | 95.0 | 0.5
CC1CN(CC(=O)NN=C(c2ccccc2)c2ccccc2)CC(C)O1 (stereo unspecified) | -3.5 | -5.7 | 9.0 | -15.8 | -0.7 | -3.5 | -0.9 | 105.0 | -1.3
Cn1c(=O)c(Oc2ccc(F)cc2)c(O)c2ccccc21 | -0.3 | -1.6 | -1.0 | 4.5 | 0.9 | 35.8 | -1.8 | 100.0 | -1.9
CC(C)NC(=O)c1ccccc1-c1ccccc1 | -3.9 | -5.0 | -6.0 | -13.6 | -0.8 | -6.1 | -3.8 | 84.0 | 0.2
CC(O)(CS(=O)(=O)Cc1ccccc1)C(=O)Nc1ccc(C(F)(F)F)cc1 (stereo unspecified) | -3.1 | -7.5 | -7.0 | -1.6 | 1.7 | 7.7 | 2.3 | 90.0 | 1.3
CC(C)NC(=O)CSCc1c(F)cccc1Cl | 0.8 | -2.5 | 1.0 | -7.2 | 0.3 | 15.1 | -1.6 | 97.0 | -0.9
COc1ccc(C(=O)NCCOc2cccc(OC)c2)cc1 | -7.3 | -1.4 | 1.0 | -5.5 | 1.0 | 8.5 | -5.2 | 101.0 | -0.7
COc1ccc(CC(=O)OCC(=O)N2CCN(S(=O)(=O)c3ccc(C)cc3C)CC2)cc1 | . | -4.7 | . | . | 6.0 | . | -9.9 | . | 7.3
COC(=O)[C@]1(C)N[C@H](CN(C)C(=O)Nc2ccc(Cl)cc2)[C@@H]2C(=O)N(Cc3ccccc3)C(=O)[C@@H]21 | . | -6.6 | . | . | 2.6 | . | -4.5 | . | 1.6
Cc1c(-c2cccc(Cl)c2)nc2ccccc2c1C(=O)OCC(=O)N(C)C1CCS(=O)(=O)C1 (stereo unspecified) | -2.6 | -4.0 | 0.0 | -17.3 | 4.1 | 1.8 | -6.8 | 100.0 | 4.8
CS(=O)(=O)Nc1ccccc1C(=O)O | -5.3 | -5.3 | 1.0 | 0.5 | 0.0 | 0.5 | -1.7 | 102.0 | 1.4
COc1ccc(-c2csc(NC(=O)c3cccc(S(=O)(=O)N4CCN(C)CC4)c3)n2)cc1 | -0.4 | -6.7 | -8.0 | 8.6 | 10.1 | 4.8 | -8.4 | 102.0 | 16.1
CCCCN(C)C1CCN(C(=S)Nc2cccc(OC)c2)CC1 | 6.4 | 2.3 | 0.0 | -10.9 | -0.3 | -7.0 | -6.1 | 97.0 | -0.8
Cc1ccc(Oc2c(F)c(F)nc(N3CCCC3)c2F)cc1 | -2.7 | 1.8 | 0.0 | -6.2 | 1.2 | 9.3 | 0.6 | 105.0 | 0.2
O=C(O)CCCCNS(=O)(=O)/C=C/c1ccccc1 | -0.3 | -2.5 | -3.0 | -9.7 | 2.7 | -18.1 | 0.0 | 103.0 | 0.5
CCc1ccc(NC(=O)CSc2nc3ncc(Br)cc3[nH]2)cc1 | 0.1 | -5.7 | -6.0 | 1.5 | 2.0 | 3.7 | -2.9 | 95.0 | 0.5
CCn1c(COc2ccccc2)nc2ccccc21 | -5.4 | 0.2 | 6.0 | 1.6 | -0.5 | 7.3 | -4.4 | 102.0 | -1.9
O=C(c1cc(Cl)nc2ccccc12)N1CCN(S(=O)(=O)c2ccccc2[N+](=O)[O-])CC1 | 5.0 | 1.0 | -5.0 | -10.4 | 3.1 | -2.9 | -12.0 | 93.0 | 4.5
COc1cc(/C=N/O)ccc1Oc1cnccn1 | -2.1 | -9.0 | -2.0 | -19.2 | 0.6 | 2.7 | -8.2 | 95.0 | 0.0
O=C(CN1CCCC1)NCc1ccccc1 | -14.8 | -0.5 | 13.0 | -9.9 | 1.7 | 7.4 | 2.7 | 110.0 | 1.9
Cc1ccc(S(=O)(=O)/N=S(\C)C(C)C)cc1 (stereo unspecified) | -6.4 | -10.4 | -15.0 | -2.4 | -0.7 | 18.2 | -7.6 | 2.0*[inhibitor] | 0.0
